aSyn yeast inh = alpha-synuclein toxicity inhibition in yeast; Yeast expressing alpha-synuclein, growth rescue, BacTiter-Glo, 24 h; Potency, µM (highest dose often 46.1 µM), for inactives: top-dose growth rescue (activation), usual class: activators; 0.14% of 370,000 active; AID 652106; further: potency means the concentration at half of the fitted maximal effect; % of control where 0% means no effect; nearly all actives have a fitted effect of over 65% in size
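Rescue of yeast growth: cells expressing toxic alpha-synuclein, induced in galactose at OD600 0.02, incubated with compound 24 h at 30 C. ATP luminescence quantified growth; inhibitors of toxicity appear as activators.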
TDP43 rescue = rescues yeast growth from TDP-43 toxicity. TDP-43 expressing yeast growth rescue, BacTiter-Glo, 24 h. Potency, µM (series often up to 46.1 µM), without a hit: at the highest dose growth rescue (activation), actives largely listed as activators. 1.8% of 410,000 active. AID 652104; further: potency means the concentration at half of the fitted maximal effect; % of control where 0% means no effect; nearly all actives have a fitted effect of over 50% in size
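Luminescence from BacTiter-Glo reports growth of TDP-43-expressing yeast after 24 hr at 30 deg C with compound. Cells were raffinose-pregrown to mid-log, then seeded in galactose medium at OD600=0.02.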
GLP1R cytotox = cytotoxic in the GLP-1 receptor inverse agonist counter-screen; HEK293 cAMP-luciferase reporter cells, luminescence, 24 h; Potency, µM (top dose mostly 38.3 µM), inactives show at the highest dose activity change, negative = inhibition, usual class: inhibitors; 0.13% of 410,000 active; AID 624418;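 further: loss of luciferase light is scored as toxicity; potency means the concentration at half of the fitted maximal effect; on the % scale 0 is the no-effect control and ±100 the full control effect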
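Compound-treated cells are incubated 24 hr at 37 deg C under 5% CO2 after a 12 hour attachment period, then luciferase detection reagent is added and luminescence is measured following 12 min at room temperature; lowered signal indicates toxicity.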
D3 antag = blocks the human D3 dopamine receptor; P35462; D3R cells, DiscoveRx beta-arrestin luminescence, antagonist mode; stronger effect = lower value; max response, negative = inhibition, %; 2.5% of 360,000 active; AID 652054; in the data active means max response below about -50%; inconclusive means no clear call, values can overlap the other calls; further: on the % scale 0 is the no-effect control and ±100 the full control effect; mostly tested at two doses, the higher about 12 µM
Target sequence (P35462 whole entry, looked up): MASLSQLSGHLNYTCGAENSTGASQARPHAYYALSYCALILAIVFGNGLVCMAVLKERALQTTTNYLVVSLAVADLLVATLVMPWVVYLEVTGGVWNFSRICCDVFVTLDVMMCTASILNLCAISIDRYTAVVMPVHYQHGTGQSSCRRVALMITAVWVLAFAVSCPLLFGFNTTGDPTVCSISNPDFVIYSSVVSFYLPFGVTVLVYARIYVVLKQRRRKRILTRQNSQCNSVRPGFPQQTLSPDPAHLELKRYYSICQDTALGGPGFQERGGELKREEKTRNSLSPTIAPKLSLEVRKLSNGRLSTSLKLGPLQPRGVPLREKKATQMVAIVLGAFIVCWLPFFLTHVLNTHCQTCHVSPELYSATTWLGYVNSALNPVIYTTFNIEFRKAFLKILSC
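Cells expressing the human receptor were seeded at 1500 cells/well, incubated overnight at 37 degrees C in 5% CO2, then exposed to library compounds with dopamine controls for 90 minutes at 37 degrees C before luminescent detection.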
GLP1R inv ag = GLP-1 receptor (human) inverse agonism. P43220. HEK293 GLP-1R CRE-luciferase, luminescence, 24 h; GLP-1R form is constitutively active. Potency, µM (doses to about 38.3 µM), for inactives: top-dose activity change, negative = inhibition, most hits filed as inhibitors. 1.6% of 410,000 active. AID 624417; further: potency means the concentration at half of the fitted maximal effect; on the % scale 0 is the no-effect control and ±100 the full control effect; nearly all actives have a fitted effect of over 55% in size
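HEK293 cells stably co-expressing constitutively active GLP-1R and a cAMP-responsive luciferase reporter were seeded in DMEM with 10% Nu serum, given compounds after 12 h, and incubated 24 h at 37 deg C. Luminescence was then read.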
KB-V1 MDR tox = kills drug-selected multidrug resistant KB-V1 cells | KB-V1 MDR cells viability, CellTiter-Glo, 72 h | Potency, µM (series often up to 46.1 µM), for inactives: top-dose activity change, negative = cytotoxicity, most hits filed as cytotoxic | 3.4% of 400,000 active | AID 1347076; further: potency means the concentration at half of the fitted maximal effect; on the % scale 0 is the no-effect control and ±100 the full control effect; nearly all actives have a fitted effect of over 60% in size
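KB-V1 cells (P-gp-expressing MDR subline of KB-3-1) in phenol-red-free DMEM with 10% FBS were exposed to library compounds over a concentration series for 72 h at 37 degrees C. Viability read by CellTiter-Glo luminescence; concentration-effect curves fitted after normalization.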
GLP-1R agonist = activates the human GLP-1 receptor; HEK293 GLP-1R CRE-luciferase, luminescence, 4-6 h; cells express a hypersensitive GLP-1R form; Potency, µM (titrated, usually from 45.6 µM), for inactives: at the highest dose activation, usual class: activators; 0.007% of 380,000 active; further: potency means the concentration at half of the fitted maximal effect; % of control where 0% means no effect
DRD3 agonist = agonists of human D3 dopamine receptor; 0.58% of 410,000 active; D3R DiscoveRx beta-arrestin cells, luminescence, 90 min; max activation, %; P35462; in the data active means max activation above about 30%; further: 0% is about no effect; mostly tested at two doses, the higher about 12 µM
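Agonist-mode cell screen: cells plated at 1500/well and incubated overnight at 37 °C, then exposed to library compounds for 90 min at 37 °C. Detection reagent was added for 30–60 min at room temperature, and luminescence was read.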
PTHR1 ag = activates the human parathyroid hormone receptor PTHR1 | Q03431 | HEK293 GP2 PTHR1 cells, GloSensor cAMP luminescence, 1 h | Potency, µM (doses to about 115 µM), inactives show top-dose activation, usual class: activators | 0.075% of 410,000 active; further: potency means the concentration at half of the fitted maximal effect; nearly all actives have a fitted effect of over 55% in size; some results filed as inactive show a strong effect at the top dose; inactives centre near -15; many of its hits are not listed in these tables
Target sequence (Q03431 whole entry, looked up): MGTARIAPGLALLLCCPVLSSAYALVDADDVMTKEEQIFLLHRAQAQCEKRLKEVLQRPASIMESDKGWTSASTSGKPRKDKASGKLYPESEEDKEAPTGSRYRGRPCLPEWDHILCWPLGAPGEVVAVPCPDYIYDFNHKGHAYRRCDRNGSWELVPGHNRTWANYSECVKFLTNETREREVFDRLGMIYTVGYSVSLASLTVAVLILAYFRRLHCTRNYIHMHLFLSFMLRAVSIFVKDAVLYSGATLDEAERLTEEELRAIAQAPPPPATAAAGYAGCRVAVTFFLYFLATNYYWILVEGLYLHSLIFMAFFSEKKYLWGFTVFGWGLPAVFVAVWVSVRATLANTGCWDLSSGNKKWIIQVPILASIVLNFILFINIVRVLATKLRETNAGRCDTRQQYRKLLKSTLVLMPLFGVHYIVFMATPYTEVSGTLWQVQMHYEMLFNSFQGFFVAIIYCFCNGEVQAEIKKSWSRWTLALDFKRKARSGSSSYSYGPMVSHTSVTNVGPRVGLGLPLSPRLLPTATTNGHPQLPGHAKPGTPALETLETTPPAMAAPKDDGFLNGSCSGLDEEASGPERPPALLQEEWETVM
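HEK-293-derived GP2 cells expressing PTHR1 and a GloSensor cAMP reporter, 3,000/well, plated overnight, given luciferin plus IBMX (each 0.5 mM as added) for 1 h at 37 °C, then compound for 1 h at 37 °C. Luminescence was read after 15 min at room temperature.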
* hit, by the source's call; i = inactive; ? = inconclusive; / = no result given; [ ] = another dose, or the depositor's remark. Unless noted, the call rests on the fitted dose curve; in most records, active means well fitted curve in the direction sought with a large enough effect; inconclusive means small, poorly fitted or top-dose-only effect, or another doubt; inactive means no such curve, though single readings can be large; an effect the other way counts as inactive or inconclusive. Only part of the results is shown (hit frequency here may not be typical).

entry	Molecule	GLP-1R agonist	TDP43 rescue	PTHR1 ag	GLP1R inv ag	aSyn yeast inh
1	COc1ccc(NC(=O)c2ccc(N3CCOCC3)nc2)cc1	0%	0%	i	-16%	-10%
2	COc1ccc(CN2CC(C(=O)NCCc3ccc(Cl)cc3)CC2=O)cc1 (stereo not given)	9%	5%	i	3%	-7%
3	CCCc1c(C)[nH]c2nc3ccccc3n2c1=O	10%	?	-39%[inhibitor]	66%[activator]	-27%
4	O=C(NCc1ccccc1)c1ccccc1OCC(=O)N1CCCCC1	33%	-8%	-14%	0%	5%
5	CCN(CC)S(=O)(=O)c1ccc(OC(C)C)c(NC(=O)c2c3c(nc4ccccc24)CCN(Cc2ccccc2)C3)c1	-1%	11%	i	?	2%
6	CC(C)Cn1c(N)c(C(=O)COC(=O)c2ccc(O)cc2O)c(=O)n(C)c1=O	-4%	2%	-5%	?	-2%
7	COc1ccc(NC(=O)/C(=C/c2ccc3c(c2)OCO3)NC(C)=O)cc1	4%	18%	i	15%	-9%
8	CC(=O)NCCC(=O)Nc1cc(S(=O)(=O)N2CCOCC2)ccc1Oc1ccc(F)cc1	8%	-7%	-3%	6%	0%
9	COc1cc2c(cc1OC)C(c1cccs1)N(C(=O)c1cccc(S(=O)(=O)N(C)C)c1)CC2 (stereo not given)	25%	0%	-14%	88%[activator]	-3%
10	CCOCCCNC(=O)c1ccc(CS(=O)(=O)Cc2ccccc2F)o1	-9%	-1%	i	6%	-11%

entry	GLP1R cytotox	D3 antag	DRD3 agonist	KB-V1 MDR tox
1	-14%	1	7	19%
2	1%	-7	-2	1%
3	-4%	-9	-10	-12%
4	9%	12	4	?
5	-2%	19	28	?
6	7%	-13	6	0%
7	-3%	5	-8	27%
8	1%	2	11	23%
9	-5%	-1	-4	-12%
10	-5%	36	-9	?

Rewritten tab-delimited: entries from further up
cpd	compound	GLP-1R agonist	TDP43 rescue	PTHR1 ag	GLP1R inv ag	aSyn yeast inh	GLP1R cytotox	D3 antag	DRD3 agonist	KB-V1 MDR tox
1	COc1ccc(NC(=O)c2ccc(N3CCOCC3)nc2)cc1	0%	0%	i	-16%	-10%	-14%	1	7	19%
2	COc1ccc(CN2CC(C(=O)NCCc3ccc(Cl)cc3)CC2=O)cc1 (stereo not given)	9%	5%	i	3%	-7%	1%	-7	-2	1%
3	CCCc1c(C)[nH]c2nc3ccccc3n2c1=O	10%	?	-39%[inhibitor]	66%[activator]	-27%	-4%	-9	-10	-12%
4	O=C(NCc1ccccc1)c1ccccc1OCC(=O)N1CCCCC1	33%	-8%	-14%	0%	5%	9%	12	4	?
5	CCN(CC)S(=O)(=O)c1ccc(OC(C)C)c(NC(=O)c2c3c(nc4ccccc24)CCN(Cc2ccccc2)C3)c1	-1%	11%	i	?	2%	-2%	19	28	?
6	CC(C)Cn1c(N)c(C(=O)COC(=O)c2ccc(O)cc2O)c(=O)n(C)c1=O	-4%	2%	-5%	?	-2%	7%	-13	6	0%
7	COc1ccc(NC(=O)/C(=C/c2ccc3c(c2)OCO3)NC(C)=O)cc1	4%	18%	i	15%	-9%	-3%	5	-8	27%
8	CC(=O)NCCC(=O)Nc1cc(S(=O)(=O)N2CCOCC2)ccc1Oc1ccc(F)cc1	8%	-7%	-3%	6%	0%	1%	2	11	23%
9	COc1cc2c(cc1OC)C(c1cccs1)N(C(=O)c1cccc(S(=O)(=O)N(C)C)c1)CC2 (stereo not given)	25%	0%	-14%	88%[activator]	-3%	-5%	-1	-4	-12%
10	CCOCCCNC(=O)c1ccc(CS(=O)(=O)Cc2ccccc2F)o1	-9%	-1%	i	6%	-11%	-5%	36	-9	?

Following part.
entry	Molecule	GLP-1R agonist	TDP43 rescue	PTHR1 ag	GLP1R inv ag	aSyn yeast inh
11	Cc1cc(Nc2ccc(F)cc2)nc(N)n1	-5%	23%	-6%[57.5 µM]	9%	4%
12	CC(O)CN1C(=O)C(CC(=O)Nc2ccc(Cl)cc2)SC1=Nc1ccccc1 (stereo not given)	-19%	-9%	-21%	?	-7%
13	CN(CC(=O)Nc1c(Cl)cccc1Cl)C(=O)c1ccc(NS(=O)(=O)c2ccc3[nH]c(=O)[nH]c3c2)cc1	1%	5%	i	10%	1%
14	O=C1c2ccccc2S(=O)(=O)c2cc(N3CCN(C(=O)c4ccccc4)CC3)ccc21	-5%	14%	-94%[inhibitor]	10%	1%
15	CC1CCN(c2nc3ccc(C(=O)NCCCN4CCCCC4)cc3s2)CC1	-5%	23%	i	-56%	5%
16	O=C(C[n+]1ccc(C(=O)NCc2ccccc2)cc1)c1ccc(F)cc1	12%	10%	-23%	7%	-1%
17	CCCCNC(=O)CCCN1C(=O)CCn2nc(-c3cccn3C)cc21	/	0%	-11%	-5%	/
18	COc1ccc(OC)c(-n2c(-c3cc(-c4ccco4)[nH]n3)n[nH]c2=S)c1	0%	-12%	-3%	-5%[7.66 µM]	-4%
19	O=C(Nc1cccc(-c2cccc(F)c2)c1)C1CCN(Cc2ccc(CO)o2)CC1	-1%	-6%	i	?	0%
20	COC(=O)c1ccc(N=NN2CCOCC2)cc1	-8%	?	i	24%	1%

entry	GLP1R cytotox	D3 antag	DRD3 agonist	KB-V1 MDR tox
11	-2%	21	-9	?
12	-30%	-9	2	?
13	1%	-4	5	18%
14	36%[activator]	102	64*	10%
15	8%	4	-3	0%
16	5%	0	-7	-1%
17	-4%	/	0	5%
18	14%[7.66 µM]	-13	-5	0%
19	-19%	-13	-9	-5%
20	3%	2	-2	10%

Further results:
entry	Molecule	GLP-1R agonist	TDP43 rescue	PTHR1 ag	GLP1R inv ag	aSyn yeast inh
21	COc1ccc2c(c1)c1ncn(Cc3ccccn3)c(=O)c1n2C	17%	-11%	22%	31%[activator]	0%
22	COc1cc(CN(C(=O)c2ccco2)C2CCS(=O)(=O)C2)cc(OC)c1OC (stereo not given)	-1%	5%	i	2%	0%
23	CCOC(=O)NC(=O)c1cn(C(CC)CO)c(=O)[nH]c1=O (stereo not given)	2%	-4%	i	8%	-2%
24	CCOc1cccc2cc(-c3nc4sc(C(=O)Nc5ccc(C)cc5)c(C)c4c(=O)[nH]3)c(=O)oc12	/	1%	-15%	8%	/
25	Cc1cnccc1CNC(=O)C1CCC(=O)N(Cc2ccc(Cl)cc2)C1 (stereo not given)	-1%	0%	i	3%	0%
26	COc1ccc(/C(C)=N\NC(=O)CSc2nnc(C)s2)cc1	-5%	6%	-42%	11%	-7%
27	COC(=O)c1ccc(N2CCCCC2)c(N)c1	6%	-8%	-23%	3%	-4%
28	CC(=O)Nc1ccc(S(=O)(=O)N[C@@H](C)C(=O)N2CCN(C/C=C/c3ccccc3)CC2)cc1	-3%	-8%	-15%	-15%	-2%
29	COc1ccc(S(=O)(=O)NCCSCc2ccccc2C)cc1Br	8%	16µM*	i	?	?
30	COc1ccccc1-n1c(C)cc(/C=C2/C(=N)N3C(=NC2=O)SN=C3S(C)(=O)=O)c1C	2%	-6%[9.22 µM]	-33%[inhibitor]	?	-4%

entry	GLP1R cytotox	D3 antag	DRD3 agonist	KB-V1 MDR tox
21	3%	-27	-1	-25%
22	-6%	-12	4	?
23	6%	8	2	6%
24	2%	/	-7	21%
25	-20%	7	1	6%
26	-12%	14	3	21%
27	3%	-3	4	16%
28	2%	-12	0	5%
29	-11%	-27	0	?
30	-2%	-10	-21	14%

Other entries:
entry	Molecule	GLP-1R agonist	TDP43 rescue	PTHR1 ag	GLP1R inv ag	aSyn yeast inh
31	CSCC[C@H](NC(=O)OC(C)(C)C)c1nnc(SCC=C(C)C)o1	-1%	15%	-1%[57.5 µM]	?	14%
32	COc1ccccc1OCC(=O)NNC(=O)c1cnccn1	0%	-4%	i	15%	-1%
33	Cc1ccccc1C(=O)N1CCC(C(=O)N2CCN(c3ncccn3)CC2)CC1	4%	19%	i	18%	9%
34	CCN(CC)C(=O)C1=C(C)N(Cc2ccccc2)C(=O)C(CC(=O)NCC2CCCCC2)C1 (stereo not given)	6%	0%	i	-13%	-16%
35	C=CCN(c1ccccc1)S(=O)(=O)c1ccc2[nH]cc(C(=O)NCCOC)c(=O)c2c1	-7%	12%	-1%	-1%	?
36	O=C(CN1C(=O)NC(Cc2c[nH]c3ccccc23)C1=O)NCCc1ccc(F)cc1 (stereo not given)	2%	26%	i	-30%	2%
37	C[C@H]1CN([C@@H](C)CO)C(=O)CCCn2nncc2CO[C@@H]1CN(C)C(=O)Nc1ccnc(N2CCOCC2)c1	-5%	17%	-22%	7%	-2%
38	Nc1ccn([C@@H]2O[C@H](CNCc3ccc(N4CCNCC4)cc3)[C@@H](O)[C@H]2O)c(=O)n1	-1%	24%	-23%	-4%	-4%
39	CN(C)c1ccc(/C=N/NC(=O)CCc2c[nH]c3ccccc23)cc1	9%	14%	i	?	1%
40	Cc1ccc(S(=O)(=O)N(Cc2ccccc2)C(C)C)cc1	1%	-1%	-37%[inhibitor]	?	-10%

entry	GLP1R cytotox	D3 antag	DRD3 agonist	KB-V1 MDR tox
31	-18%	3	-2	?
32	3%	-2	5	-21%
33	1%	15	-4	7%
34	0%	5	2	1%
35	-14%	-12	-2	7%
36	-7%	2	3	-3%
37	3%	33	6	19%
38	-15%	-4	-7	7%
39	-14%	1	0	6%
40	-26%	2	-1	15%
